# Screening results deposited in PubChem by NCI.
# Growth percent in the NCI-60 one-dose screen (48 h, 10 µM unless noted): 100 = growth as untreated, 0 = no growth, -100 = all killed.
# NCI-H23 – NCI-H23 lung cancer | 80,000 compounds, 4% hits
# NCI-H460 – NCI-H460 lung cancer | 82,000 compounds, 6.8% hits
# NCI-H226 – NCI-H226 lung cancer | 79,000 compounds, 3.5% hits | AID 1794732
# IGROV1 – IGROV1 ovarian cancer; 79,000 compounds, 4.7% hits; AID 1794786
# NCI-H322M – NCI-H322M lung cancer. 80,000 compounds, 2.7% hits
# NCI-H522 – NCI-H522 lung cancer. AID 1794739. 78,000 compounds, 8% hits
# KM12 – KM12 colon cancer cells. 82,000 compounds, 5% hits. AID 1794800
# COLO 205 – COLO 205 colon cancer; 79,000 compounds, 7.3% hits; AID 1794742
# NCI/ADR-RES – NCI/ADR-RES ovarian cells. AID 1794790. 81,000 compounds, 4.4% hits
# * = called active by the depositor; / = not tested or not shown. The calls were made as follows: active = growth percent below 10; inactive = the rest. Random draw from the library, and some 12% of all compounds hit somewhere here.
SMILES,NCI-H23,NCI-H460,NCI-H226,IGROV1,NCI-H322M,NCI-H522,KM12,COLO 205,NCI/ADR-RES
C=C(C)[C@@H]1CC[C@]2(C(N)=O)CC[C@]3(C)[C@H](CC[C@@H]4[C@@]5(C)CCC(=O)NC(C)(C)[C@@H]5CC[C@]43C)[C@@H]12,104,83,83,116,89,78,90,/,98
Cc1cccc(N2CCC(=O)NC2=S)c1,98,104,97,103,101,97,107,119,105
Cc1cc(=O)n2n1-c1ccc(Cl)cc1NC(=O)C2,109,112,94,112,86,96,114,115,108
C/C(=C(/C)C1CC1CCNS(=O)(=O)c1ccc(C)cc1)c1cc(C(C)(C)C)cc(C(C)(C)C)c1 (stereo not drawn),92,91,87,91,101,85,88,111,99
O=C1/C(=C2/C=Nc3ccccc32)N(O)c2ccccc21,57,91,77,48,108,57,73,104,55
COc1ccc(C2c3[nH]c4ccc(Cl)cc4c3CCN2c2oc(CO)nc2C#N)cc1 (stereo not drawn),70,23,60,39,70,32,23,41,43
CCn1c(SC)nnc1-c1cc2c([nH]c3ccccc32)c(-c2cccc(O)c2)n1,40,9.5*,51,35,50,5.8*,12,88,8.9*
CCCCCCCCCC(=O)Oc1ccc(/C=C/c2cc(OC(=O)CCCCCCCCC)cc(OC(=O)CCCCCCCCC)c2)cc1,96,106,100,96,87,98,100,104,94
CC1C=C(CO)C(=O)O1 (stereo not drawn),109,106,101,105,99,106,101,106,112
Nc1ccc([N+](=O)[O-])cc1O,100,104,116,106,126,87,106,110,98
CC(/C=C1\SC(=S)N(CC(=O)NC(C(=O)O)C(C)C)C1=O)=C\c1ccccc1 (stereo not drawn),104,106,98,107,98,95,110,121,101
CCOC(=O)/C(F)=C/C1CC1C1CCN(C(=O)OC(C)(C)C)CC1 (stereo not drawn),94,98,95,106,102,104,102,72,100
Nc1cc[n+](CC(=O)N2CCN(c3cc4c(cc3F)c(=O)c(C(=O)O)cn4C3CC3)CC2)cc1,102,104,96,112,107,69,106,/,104
C/C=C/C(=O)NCC(=O)O,97,105,105,101,93,88,105,110,99
O=C(c1ccc(OCCN2CCCCC2)cc1)c1c(-c2ccc(OS(=O)(=O)c3ccc(F)cc3)cc2)sc2cc(OS(=O)(=O)c3ccc(F)cc3)ccc12,86,93,76,91,99,69,80,71,93
COc1cc2c(cc1OC)[C@@H]1Cc3ccc(OC)c(OC)c3CN1CC2,92,97,104,92,104,77,102,110,90
N#Cc1c2ncccc2c2nnc3cc(Cl)c(Cl)cc3n12,89,100,104,73,100,/,89,113,100
COc1cc(C2CC(c3ccc(F)cc3)=NN2C=O)ccc1OCc1cc(OC)c(OC)c(OC)c1 (stereo not drawn),90,93,77,92,109,/,96,99,80
COc1cc(OC)c(S(=O)(=O)NNC(=O)c2ccncc2)cc1C(=O)/C=C/c1ccccc1,/,61,90,85,77,87,74,122,101
CCc1c(C(=O)N[C@@H]2c3cc(Cl)ccc3CC[C@@H]2O)[nH]c(C)c1C(C)=O,100,34,76,59,91,66,72,/,83
CC[N+](CC)(CC)CCOCc1cccc2ccccc12,95,111,100,91,101,99,87,93,107
N#Cc1c(/N=C\NNC(=O)c2ccccc2O)oc(-c2ccccc2)c1-c1ccccc1,84,89,90,78,91,80,95,109,84
Cc1[nH]nc(-c2cccnc2)c1N=NN(C)C,100,105,89,127,/,103,112,113,107
CCCCCCCCCC(C)(N)C(=O)O (stereo not drawn),115,101,98,109,114,/,108,115,110
O=C1NCC(=O)N(Cc2cccnc2)[C@H]1Cc1ccccc1,103,111,94,105,96,84,106,107,102
# (continued)
SMILES,NCI-H23,NCI-H460,NCI-H226,IGROV1,NCI-H322M,NCI-H522,KM12,COLO 205,NCI/ADR-RES
CN(C)S(=O)(=O)O[C@@H]1C(=O)N(c2cc3c4ccccc4ccc3c3ccccc23)[C@H]1c1ccc(F)cn1,89,100,88,91,98,67,93,106,93
COC(=O)c1ccc(O)c(N)c1,94,105,97,89,100,88,94,125,96
CN(C)c1ccc2c(c1)COC(=O)C2c1ccc(N)cc1 (stereo not drawn),108,106,98,114,105,102,116,114,108
O=C(CCCCCCSc1nc(-c2ccccc2)cc(-c2ccc(Cl)cc2)n1)NO,-18*,7.0*,2.2*,-20*,21,-16*,31,21,-25*
N#C/C(=C\c1ccccc1)C(=O)Nc1ncc(Cc2ccccc2)s1,98,111,103,98,91,87,93,115,100
N#Cc1ccc(NC(=O)NNC(=O)c2ccncc2)cc1,92,90,102,107,109,106,110,123,101
Nc1ccc2c(c1)c(N)nn2C(=O)Nc1ccc(Cc2ccccc2)cc1,82,45,73,83,81,88,65,107,78
COC(=O)[C@H](CC(C)C)NC(=O)NC(=O)NC(=O)CI,74,86,99,62,98,-79*,94,-31*,92
COc1ccc(/C=N/NC(N)=O)cc1,99,102,94,107,99,102,111,110,110
COc1ccc(Cn2cc3c(c2-c2cc(OC)c(OC)c(OC)c2)CCc2c(CN4CCOCC4)noc2-3)cc1,9.1*,8.8*,58,28,53,12,17,15,8.5*
COc1ccc2c(c1)CC[C@@H]1[C@@H]2CC[C@]2(C)[C@@H](O)C(=O)C[C@@H]12,102,102,114,115,91,/,110,102,105
COc1ccc(Nc2nn3c(SCC(=O)c4ccc(OC)cc4)nnc3s2)cc1,92,104,96,98,92,88,103,106,98
COc1cc(/C=C/C(=O)c2ccc(O)c(CN3CCN(c4cc5c(cc4F)c(=O)c(C(=O)O)cn5C4CC4)CC3)c2)cc(OC)c1OC,43,35,77,55,30,28,72,106,55
O=C1CCc2cc(Nc3nc(NCCCO)nc4ccsc34)ccc2N1,94,99,79,99,93,87,88,101,102
COc1cccc2nc(Nc3cccc(NC(=O)c4ccc(N5CCOCC5)c(C(F)(F)F)c4)c3)ccc12,56,30,38,38,64,30,34,41,27
COc1ccc(-c2nnc(SC/C(=N/O)c3ccccc3)n2-c2ccccc2)cc1OC,98,114,95,106,103,89,100,100,93
COc1ccc2c(c1)c(-c1nc(-c3cn(C)c4c(Cl)nccc34)cs1)cn2C(=O)OC(C)(C)C,87,96,70,113,119,68,80,89,71
COc1ccc(OC)c(/C=C2\Oc3cc(OCCCN4CCCC4)ccc3C2=O)c1,81,61,89,84,89,90,74,86,80
Cc1nn(-c2ccc(F)cc2)c2ncnc(Oc3ccc(NC(=O)Nc4cc(C(F)(F)F)ccc4F)cc3)c12,96,99,91,83,92,88,94,99,100
CCN(CC)CCOC(=O)Nc1ccc(Cl)cc1,102,107,90,109,99,72,109,/,108
COc1cccc(C(=O)c2ccccc2NC(C)=O)c1,96,108,93,131,95,75,97,102,104
Cc1c(C(=O)/C=C/c2ccc(Cl)cc2)nnn1-c1ccc(Br)cc1,93,103,91,93,99,90,99,106,98
Cc1ccc2nc(C)c(-c3nnc(SCc4ccc(F)cc4)o3)n2c1,85,93,91,92,96,85,93,105,81
C/C(=N\NC(=O)c1ccc(S(N)(=O)=O)cc1)c1cc2ccccc2o1,96,100,/,110,107,99,104,/,103
CCOC(=O)CC[C@H](NC(=O)c1ccc(NC(=O)Cn2cnc3c(c(SC)nn3-c3ccc(Br)cc3)c2=O)cc1)C(=O)OCC,105,99,99,103,106,106,106,109,104
Cn1c(N)c(N=Cc2ccccc2)c(=O)n(C)c1=O,103,114,108,106,114,101,115,106,110
CC12SCC(C(=O)NCc3ccccc3C(F)(F)F)N1C(=O)c1ccccc12 (stereo not drawn),99,105,/,103,101,81,100,104,102
NCCN1C(=O)c2cccc3c(-c4ccc(-c5nc6c7ccccc7c7ccccc7c6[nH]5)cc4)ccc(c23)C1=O,101,83,95,87,82,94,90,91,98
CS(=O)(=O)c1nccc(-c2c(-c3cccc(O)c3)nc3occn23)n1,94,102,107,109,101,91,104,112,96
CCCOc1ccc(N2CCN(c3ncnc4c3ncn4CC(=O)OCC)CC2)cc1,73,96,55,100,97,59,95,106,61
